Screening data as filed in PubChem BioAssay.
pAkt inh: blocks phosphorylation of Akt; AID 651550; 360,000 tested, 0.32% active; Neuro2A IGF-stimulated pAkt S473 HTRF, 20 min; stronger effect = lower value; activity change, % for hits at 50 µM; in the data active = activity change below about -80%; inconclusive = mostly about -51% to -80%; also: % is scaled to controls: 0 for no effect and ±100 for the full control effect
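Neuro2A cells in DMEM with 0.5% FBS, overnight at 37 deg C, given compound at single 50 µM final, then IGF (6 nM final) for 20 min at 37 deg C. Lysed; phospho-Akt Ser473 by HTRF after 24 h, 665/615 ratio.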
CCT modulator: cytosolic chaperonin activity modulation | AID 651819 | purified chaperonin ATPase assay, HTRF ADP detection, 30 min | 360,000 tested, 0.3% active | activity change, % (test concentration not listed), hits read low; in the data active = activity change below about -30%; also: % is scaled to controls: 0 for no effect and ±100 for the full control effect
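Enzyme 40 or 20 nM (batch-dependent) in Tris pH 7.4/KCl/MgCl2/DTT; cpd 76 uM single point; ATP 10 uM; 30 min 37 °C; Transcreener ADP HTRF detection, 30 min RT; ratio 665/615.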
EPAC2 antagonist: antagonists of human EPAC2. Q8WZA2. EPAC2 GEF exchange of Rap1B-BODIPY-GDP, fluorescence. Potency, µM (highest dose often 114 µM), inactives show at the highest dose activity, negative = inhibition, usual class: inhibitors. 360,000 tested, 0.18% active. AID 720708; also: potency is read from the fitted curve at half-maximal effect; % is scaled to controls: 0 for no effect and ±100 for the full control effect; nearly all actives have a fitted effect of over 45% in size; many of its hits are not listed in these tables
Target sequence (Q8WZA2 whole entry, looked up): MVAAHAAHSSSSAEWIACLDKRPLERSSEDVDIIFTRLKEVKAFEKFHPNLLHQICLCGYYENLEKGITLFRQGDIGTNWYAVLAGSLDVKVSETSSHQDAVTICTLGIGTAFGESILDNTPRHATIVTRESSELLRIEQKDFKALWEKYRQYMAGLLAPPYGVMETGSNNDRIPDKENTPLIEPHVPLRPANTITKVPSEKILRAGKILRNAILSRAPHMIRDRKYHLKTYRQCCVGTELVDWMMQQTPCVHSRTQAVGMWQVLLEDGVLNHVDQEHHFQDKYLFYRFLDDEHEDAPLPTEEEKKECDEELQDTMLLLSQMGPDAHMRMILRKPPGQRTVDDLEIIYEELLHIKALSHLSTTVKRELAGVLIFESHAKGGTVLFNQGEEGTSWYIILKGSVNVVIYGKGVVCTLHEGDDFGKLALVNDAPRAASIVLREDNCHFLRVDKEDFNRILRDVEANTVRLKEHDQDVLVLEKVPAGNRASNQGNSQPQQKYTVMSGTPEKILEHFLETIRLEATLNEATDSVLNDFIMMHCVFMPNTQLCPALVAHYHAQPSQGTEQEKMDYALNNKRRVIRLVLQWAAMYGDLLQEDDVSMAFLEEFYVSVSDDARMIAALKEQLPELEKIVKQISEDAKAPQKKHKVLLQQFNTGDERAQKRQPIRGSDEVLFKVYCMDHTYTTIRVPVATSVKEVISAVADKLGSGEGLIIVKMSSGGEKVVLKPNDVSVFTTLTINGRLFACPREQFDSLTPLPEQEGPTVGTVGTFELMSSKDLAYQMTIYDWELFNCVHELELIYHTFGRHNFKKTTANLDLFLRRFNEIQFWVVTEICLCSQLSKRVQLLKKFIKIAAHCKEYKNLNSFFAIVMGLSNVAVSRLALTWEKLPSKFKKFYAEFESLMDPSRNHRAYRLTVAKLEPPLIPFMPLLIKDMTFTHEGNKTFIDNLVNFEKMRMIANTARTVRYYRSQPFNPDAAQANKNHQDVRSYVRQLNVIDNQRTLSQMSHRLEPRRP
Nrf2 block: blocks Nrf2 signaling | A549 ARE-Fluc reporter, luciferase luminescence, 18-24 h | Potency, µM (series often up to 46 µM), without a hit: top-dose activity change, negative = inhibition, usual class: inhibitors | 360,000 tested, 2.1% active; also: potency is read from the fitted curve at half-maximal effect; % is scaled to controls: 0 for no effect and ±100 for the full control effect; nearly all actives have a fitted effect of over 60% in size
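Reporter: ARE-Fluc in A549. Exposure: 18-24 h, 37 °C, 5% CO2, 5% FBS OPTI-MEM. Readouts: fluorescent cytotoxicity (CellTiter-Fluor), then luminescent Nrf2 signal after BugLite.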
TGFb inhibitor: blocks TGF-b signaling | HepG2 CAGA-GFP TGF-b/SMAD3 reporter, GFP fluorescence, 18 h; TGF-beta stimulated, 500 pg/mL final | Potency, µM (series often up to 46.1 µM), for inactives: at the top dose activity, negative = inhibition, hits mostly inhibitors | 410,000 tested, 1.2% active | AID 588855; also: potency is read from the fitted curve at half-maximal effect; % is scaled to controls: 0 for no effect and ±100 for the full control effect; nearly all actives have a fitted effect of over 65% in size
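Inhibition of TGF-beta-driven CAGA-GFP reporter expression in HEPG2 cells is measured by cellular GFP fluorescence after 18 h stimulation with 500 pg/mL recombinant TGF-beta in 1% FBS medium at 37 degrees C.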
Nrf2 activator: activates Nrf2 signaling; 410,000 tested, 0.31% active; Potency, µM (series often up to 46.1 µM), for the others: at the highest dose activation, usual class: activators; AREc32 ARE-luciferase reporter (MCF7-derived line), luminescence, 24 h; also: potency is read from the fitted curve at half-maximal effect; % of control where 0% means no effect; nearly all actives have a fitted effect of over 65% in size
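ARE activation measured as luciferase luminescence (Steady-Glo, 30 min RT) in AREc32_Fluc cells after 24 hr compound exposure at 37 deg C, 5% CO2; cells seeded overnight at 1000/well in OPTI-MEM, 5% FBS.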
EPAC2 agonist: EPAC2 (human) agonism; Q8WZA2; EPAC2 activation, biochemical qHTS; response scale: 100% = 6.5 mM cAMP response; Potency, µM (series often up to 154 µM), for inactives: at the top dose activation, hits mostly activators; 360,000 tested, 0.079% active; AID 720711; also: potency is read from the fitted curve at half-maximal effect; nearly all actives have a fitted effect of over 50% in size
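qHTS, titration series. 100 nM EPAC2 / 250 nM Rap1B-BODIPY-GDP / 50 uM GDP; RT; ex 480/em 540 nm, 5-min reads to 30 min. Norm. to 6.5 mM cAMP = activation.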
A549 viability: kills or reduces viability of A549 cells in Nrf2 counter-screen | A549 ARE-Fluc cells, CellTiter-Fluor viability, 18-24 h | Potency, µM (titrated, usually from 46 µM), without a hit: top-dose activity change, negative = cytotoxicity, actives largely listed as inhibitors | 390,000 tested, 0.16% active | AID 504648; also: potency is read from the fitted curve at half-maximal effect; % is scaled to controls: 0 for no effect and ±100 for the full control effect
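A549 ARE_Fluc cells in 5% FBS OPTI-MEM were exposed to compounds in concentration-response for 18-24 h at 37 deg C. Viability was read by CellTiter-Fluor fluorescence (Ex 405/Em 525) after 30 min, before the luciferase read.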
MmCpn inh: blocks the Methanococcus maripaludis chaperonin Mm-Cpn; purified Mm-Cpn ATPase, ADP Transcreener TR-FRET; Potency, µM (top dose mostly 76.9 µM), for the others: at the highest dose activity, negative = inhibition, usual class: inhibitors; 330,000 tested, 0.031% active; AID 504842; also: potency is read from the fitted curve at half-maximal effect; % is scaled to controls: 0 for no effect and ±100 for the full control effect; nearly all actives have a fitted effect of over 80% in size
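Reaction buffer contained 30 mM Tris pH 7.4, 100 mM KCl, 5 mM MgCl2 and 1 mM DTT. Mm-CPN (25 nM final) hydrolysed 10 uM ATP over 30 min at 37°C; ADP was read by HTRF.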
An asterisk follows results filed as active; i = inactive; ? = inconclusive; . = no result given; [ ] = remark or other dose. Unless noted, calls follow the shape of the dose curve; as a rule, active = well fitted curve in the direction sought with a large enough effect; inconclusive = small, poorly fitted or top-dose-only effect, or another doubt; inactive = no such curve, though single readings can be large; an effect the other way counts as inactive or inconclusive. Some of the compounds tested; count on the stated rates, not on these rows.

molecule,pAkt inh,CCT modulator,EPAC2 antagonist,Nrf2 block,TGFb inhibitor,Nrf2 activator,EPAC2 agonist,A549 viability,MmCpn inh
CC(C)C(=O)N1CCC1(C)C(=O)Nc1ccc2[nH]ccc2c1 (stereo not given),i,0.7,3%,.,24%,-0.1%,7%,.,.
CC(C)NC(=O)Nc1ccc2c(c1)C(=O)N([C@H](C)CO)C[C@H](C)[C@@H](CN(C)S(=O)(=O)c1ccccc1)OCCCC[C@@H](C)O2,i,-0.6,1%,.,-4%,-0.6%,10%,.,.
O=C(O)CNC(=O)/C=C/c1ccc(Cl)cc1Cl,i,-1.6,19%,-9%,18%,-0.1%,13%,2%,2%
CC(C)c1ccc(C2c3c(-c4ccccc4O)n[nH]c3C(=O)N2CCc2ccccc2)cc1 (stereo not given),.,.,.,?,-11%,-1.0%,.,?,.
C[C@H](CO)N1C[C@H](C)[C@@H](CN(C)C(=O)Nc2ccccc2)Oc2c(NS(=O)(=O)c3cn(C)cn3)cccc2C1=O,i,0.1,1%,11%,-15%,4.5%,-3%,6%,-4%
CC(=O)c1cccc(NS(=O)(=O)c2c(C(=O)N3CCOCC3)c(C)n(C)c2C)c1,i,-0.8,1%,10%,28%,-1.0%,-5%,-3%,0%
CCOc1ccc(NC(=O)N(CCN(C)C)C(C)c2cccnc2)cc1 (stereo not given),i,-0.3,3%,1%,2%,-0.6%,9%,1%,1%
CC(C)c1ccc(NC(=O)C(c2ccccc2)N2CCN(C(=O)c3ccco3)CC2)cc1 (stereo not given),i,-0.1,0%,-16%,-6%,0.3%,-9%,-18%,-1%
CCOC(=O)C1=C(C)N=c2s/c(=C\c3ccc(OC(C)=O)c(OCC)c3)c(=O)n2C1/C=C/c1ccccc1 (stereo not given),i,1.8,-5%,-11%,-2%,13%,-5%,2%,0%
N#CC1(Nc2ccc3c4c(cccc24)CC3)CCCCC1,i,-2.1,1%,.,-2%,8.4%,3%,.,.
c1ccc(Oc2cc(-n3cccn3)ncn2)cc1,i,-5.1,0%,?,8%,3.6%,10%,1%,0%
COC(=O)C1=C(C)OC(N)=C(C#N)C1c1ccccc1 (stereo not given),i,-0.5,6%,12%,-1%,-0.9%,1%,-7%,-1%
CC(Sc1nc(N)cc(=O)[nH]1)C(=O)N1CCOCC1 (stereo not given),i,2.6,20%,?,-11%,-0.7%,6%,8%,0%
CCCn1c(N)c(C(=O)COC(=O)c2c(C)noc2C)c(=O)n(C)c1=O,i,-2.0,7%,-5%,8%,-0.1%,6%,0%,0%
Cc1cccc(NC(=O)CSc2ncnc3sc(C)cc23)c1,i,-3.5,-3%,2%,4%,2.8%,24%,9%,1%
Cc1nc2ccc(S(=O)(=O)N(CC(=O)Nc3ccc(F)cc3F)Cc3ccccc3)cc2s1,.,.,.,10%,?,3.5%,.,2%,.
O=C1OCCN1C(=O)[C@H]1[C@H](c2ccc(Cl)cc2)C(c2ccc(F)cc2)=NN1c1ccccc1,i,0.0,-3%,-15%,?,7.5%,2%,-6%,-2%
O=C(N/N=C/C1CC2C=CC1C2)c1ccccc1O (stereo not given),i,-1.0,1%,6%,-14%,0.4%,16%,-1%,-3%
Cc1cc(-n2cnnn2)ccc1C(C)C,i,-1.3,-10%,19%,7%,0.5%,3%,1%,2%
COc1ccc(C2=NOC(C(=O)Nc3cccnc3)C2)cc1OC (stereo not given),i,-1.4,2%,-2%,1%,0.4%,7%,0%,2%

The list continues:
molecule,pAkt inh,CCT modulator,EPAC2 antagonist,Nrf2 block,TGFb inhibitor,Nrf2 activator,EPAC2 agonist,A549 viability,MmCpn inh
O=C(CN1C(=O)c2ccccc2S1(=O)=O)NC(Nc1ccccc1F)C(Cl)(Cl)Cl (stereo not given),i,3.5,-12%,-15%,0%,0.2%,13%,-1%,4%
Cc1ccc(S(=O)(=O)NC(=O)c2cccc(N(C)C)c2)cc1,i,1.2,5%,-3%,10%,-0.7%,7%,0%,-6%
O=C(O)CC12CC3CC(C1)CC(n1ncc(NCc4ccccc4Cl)c(Cl)c1=O)(C3)C2,i,0.3,-4%,-10%,-1%,0.1%,4%,2%,0%
CN(CCNC(=O)C1CC(=O)N(c2ccc(F)c(Cl)c2)C1)Cc1ccccc1 (stereo not given),i,-1.3,-4%,2%,10%,0.6%,10%,16%,?
Clc1ccc(-c2nc(CSc3ccccn3)cs2)cc1,i,-0.3,-24%,.,3%,3.4%,6%,.,.
Cc1ccc(C)c(NC(=O)COC(=O)CNC(=O)C2CCCCC2)c1,i,1.5,-5%,4%,-27%,0.1%,1%,0%,1%
COc1ccccc1CN(C)CC(=O)NC1CCCc2ccccc21 (stereo not given),i,0.4,-9%,0%,-28%,-0.8%,-4%,-6%,-2%
CCOC(=O)N1CCN(c2c(NCc3ccccc3OC)c(=O)c2=O)CC1,i,-8.9,1%,-6%,0%,-1.5%,15%,3%,1%
Cc1cc(Br)ccc1NC(=O)CNC(=O)CN1C(=O)NC2(CCCCCC2)C1=O,i,-8.1,-2%,-6%,2%,-0.5%,-2%,-2%,2%
COc1cc(OC)c(N(C)C(=O)Cn2ncc3c([nH]c4ccccc43)c2=O)cc1Cl,.,.,.,-15%,-17%,0.1%,.,-1%,.
O=C(NCc1ccccc1)NC(=O)c1ccccc1F,i,1.3,-11%,?,-7%,-0.4%,4%,-4%,-5%
CC(NC(=O)CCCC1CCCCC1)c1ccc(S(N)(=O)=O)cc1 (stereo not given),i,-1.2,-22%,-1%,-9%,0.4%,0%,-3%,1%
C[C@H](CO)N1C[C@H](C)[C@H](CN(C)C(=O)c2cc(-c3ccccc3)on2)OCc2cnnn2CCCC1=O,i,-2.1,-1%,.,-6%,3.3%,7%,.,.
CC(NC(=O)NC1CCCCC1)c1ccccc1 (stereo not given),i,0.0,3%,-3%,-23%,-1.1%,20%,3%,0%
CN1C(=O)/C(=C/c2ccc(OCc3ccc(C(=O)O)cc3)c(Cl)c2)NC1=S,i,0.5,-3%,-2%,-8%,0.4%,8%,-5%,-1%
CCOC(=O)N1CCC(N2C(=O)c3ccccc3C2Nc2cc(C)cc(C)c2)CC1 (stereo not given),i,-1.1,-16%,-9%,-7%,-0.2%,2%,-4%,-1%
COc1ccc(Br)c(C(=O)Nc2cccc(Cl)c2Cl)c1,i,-1.6,-12%,6%,6%,-0.6%,21%,6%,2%
CC(=O)c1nc(-c2ccccc2)sc1C,i,-1.3,-6%,-11%,0%,?,9%,-2%,-9%
O=C(CSc1nc2ccccc2c(=O)n1Cc1ccco1)N1CCCCCC1,i,-1.1,17%,?,-16%,0.5%,15%,?,1%
O=C(C[n+]1ccccc1)N/N=C/c1cccs1,i,-11,2%,-5%,-2%,-0.6%,-4%,2%,1%

(listing goes on)
molecule,pAkt inh,CCT modulator,EPAC2 antagonist,Nrf2 block,TGFb inhibitor,Nrf2 activator,EPAC2 agonist,A549 viability,MmCpn inh
COCCCNC(=O)[C@H]1N2C(=O)c3ccccc3C2SC1(C)C (stereo not given in full),i,0.9,-3%,7%,0%,0.4%,-1%,-2%,0%
Cc1cc(NC(=O)COc2cccc(Oc3ccccc3)c2)no1,i,-2.2,-9%[57.1 µM],6%,-7%,0.1%,-19%,-8%,-1%
CC(C)C1C(=O)N(Cc2cn(CCC3OCCCO3)nn2)CCS(=O)(=O)N1Cc1ccc(-c2cccc(CO)c2)cc1 (stereo not given),i,-16,-7%,.,3%,-0.5%,13%,.,.
Cc1ccc(NC(=O)CN2C(=O)N/C(=C/c3ccccc3OCc3cccc(C(=O)O)c3)C2=O)cc1,i,2.6,?,2%,-19%,2.0%,3%,0%,2%
CN(C)CCOC1c2ccccc2-c2ccccc21,i,-2.5,-1%,-4%,-16%,-0.1%,4%,3%,-2%
COc1ccc(C(C)=O)cc1CN1C(=O)NC2(CCCC2)C1=O,i,-3.4,3%,3%,10%,-0.2%,-3%,-6%,2%
CC1(C(=O)NS(=O)(=O)Cc2ccccc2)CCN1C(=O)C/C=C/c1ccccc1 (stereo not given),i,-0.9,26%,.,15%,-0.4%,2%,.,.
C/C(=N\NC(=S)Nc1ccc(C)c(C)c1)c1ccc(N2CCOCC2)cc1,i,1.3,-3%,-26%,2%,5.5%,9%,-2%,0%
C/C(=N/NC(=O)CCc1c(C)n[nH]c1C)c1cccc([N+](=O)[O-])c1,i,-0.4,7%,?,-7%,2.4%,4%,-7%,0%
CC(=O)Nc1ccc(S(=O)(=O)CC(=O)CS(=O)(=O)c2ccc(NC(C)=O)cc2)cc1,i,-2.1,2%,.,-7%,0.8%,10%,.,.
CC(C)CC(=O)/C=C/n1c(=S)oc2ccccc21,i,-0.7,8%,20%,-27%,11µM*,-1%,-5%,0%
O=C(C1CCN(S(=O)(=O)c2cccc3nonc23)CC1)N1CCCCC1,i,-0.3,5%,-8%,-10%,0.5%,1%,-1%,0%

Record cards, as listed above.
Clc1ccc(-c2nc(CSc3ccccn3)cs2)cc1 across the screens: pAkt inh = i; CCT modulator = -0.3; EPAC2 antagonist = -24%; Nrf2 block = .; TGFb inhibitor = 3%; Nrf2 activator = 3.4%; EPAC2 agonist = 6%; A549 viability = .; MmCpn inh = .
CC(=O)c1cccc(NS(=O)(=O)c2c(C(=O)N3CCOCC3)c(C)n(C)c2C)c1 across the screens: pAkt inh = i; CCT modulator = -0.8; EPAC2 antagonist = 1%; Nrf2 block = 10%; TGFb inhibitor = 28%; Nrf2 activator = -1.0%; EPAC2 agonist = -5%; A549 viability = -3%; MmCpn inh = 0%
